SR-BI DiI-HDL act – SR-BI HDL lipid transfer activation. activation, % at 12.5 µM. CHO ldlA[mSR-BI] cells, DiI-HDL uptake fluorescence, 3 h; 100 = double the neutral-control signal. AID 504775. 320,000 tested, 0.096% active;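 active means mean replicate activation of at least 60% and every replicate at or above 60%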;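 further: 0% = median plate neutral-control signal and 100% = twice that signal; values of inactives mirror those of a sister screen read the other way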
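Assay system: LDL receptor-deficient CHO ldlA cells overexpressing murine SR-BI / Medium: BSA-supplemented, HEPES-buffered Ham's F12, pH 7.4 / Probe or stimulus: DiI-labelled HDL at 10 µg/mL final / Timing: compound with DiI-HDL co-incubation, 3 h at 37 °C / Technique: bottom-read cell fluorescence after medium removal, ex 550/em 595 nm / Measure: HDL uptake via cellular fluorescence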
CAL PDZ FP-1 – CAL PDZ (human) peptide binding inhibition. Q9HD26. purified CAL PDZ, TMR-peptide fluorescence polarization, 1 h. inhibition, % at 24.9 µM. 300,000 tested, 0.92% active. AID 602252;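 active means mean inhibition of at least 30% with at least half of replicates also reaching 30%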;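 further: 0% = DMSO neutral control and 100% = excess unlabeled competitor peptide PRC23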
RTF Ca sens act – cardiac RTF calcium sensitization. IANBD-labeled TnC RTF fluorescence at EC20 calcium; 0% EC20 calcium, 100% full calcium. 340,000 tested, 0.24% active. AID 493008. P19429+P45379. activation, % at 7.2 µM;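 active means activation above the mean over all tested compounds plus 3 SD, cut at about 30% in these data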;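 further: rise in fluorescence read as greater calcium sensitivity of cardiac thin filaments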
RTF Ca sens inh – cardiac RTF calcium desensitization; AID 493244; P19429+P45379; IANBD-labeled cardiac RTF, Ca2+ fluorescence; 340,000 tested, 0.12% active; inhibition, % at 7.15 µM;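 active means inhibition above the mean inhibition of all tested compounds plus 3 SD, cut at about 17% in these data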;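 further: assay run at fixed EC70 calcium of 1.6 mM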
Keap1-Nrf2 PPI – Keap1-Nrf2 (human) interaction inhibition. Q14145. Keap1 Kelch-Nrf2 peptide fluorescence polarization, 1536-well. inhibition, % at 9.4 µM. 340,000 tested, 0.15% active; in the data active means inhibition above about 12%;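 further: human Keap1 Kelch domain with fluorescein labeled Nrf2 9mer peptide probe; 0% = neutral control wells and 100% = peptide positive control; higher means more block of Keap1 binding to Nrf2 peptide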
Target sequence (Q14145 whole entry, looked up, the tested form may be a part): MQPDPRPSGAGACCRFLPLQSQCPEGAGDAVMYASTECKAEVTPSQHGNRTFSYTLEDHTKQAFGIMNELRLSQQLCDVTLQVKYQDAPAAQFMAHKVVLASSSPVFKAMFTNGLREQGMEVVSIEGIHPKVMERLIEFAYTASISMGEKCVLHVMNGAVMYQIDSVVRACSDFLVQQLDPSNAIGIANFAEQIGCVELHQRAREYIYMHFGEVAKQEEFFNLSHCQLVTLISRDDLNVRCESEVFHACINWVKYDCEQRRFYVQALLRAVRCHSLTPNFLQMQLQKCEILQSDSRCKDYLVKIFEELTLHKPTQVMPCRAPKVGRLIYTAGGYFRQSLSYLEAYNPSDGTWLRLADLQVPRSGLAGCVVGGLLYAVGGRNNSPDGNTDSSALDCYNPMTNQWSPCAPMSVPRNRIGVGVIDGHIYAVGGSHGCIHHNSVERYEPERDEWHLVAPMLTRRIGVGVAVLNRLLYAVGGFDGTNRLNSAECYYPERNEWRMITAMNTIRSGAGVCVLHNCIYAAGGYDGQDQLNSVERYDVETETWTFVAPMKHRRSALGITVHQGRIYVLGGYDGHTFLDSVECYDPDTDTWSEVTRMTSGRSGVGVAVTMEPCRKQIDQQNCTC
DAGLB inhibitor – diacylglycerol lipase beta (human) inhibition | HEK293T DAGLB membrane lysate, EnzChek fluorogenic substrate | Q8NCG7 | inhibition, % at 5.17 µM | 340,000 tested, 0.059% active; in the data active means inhibition above about 34%;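 further: 0% = enzyme with vehicle and 100% = wells lacking enzyme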
LANA DNA inh – KSHV C-LANA DNA binding inhibition | MBP-C-LANA/FAM-LBS DNA binding, fluorescence polarization | inhibition, % at 9 µM | 340,000 tested, 0.078% active | AID 504423;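 active means highest replicate inhibition at or above 60% at 9 µM, even if other replicates fall short; inactive means all replicates below 60% inhibition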;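 further: 0% = neutral control wells and 100% = 4 µM acridine orange control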
CAL PDZ FP-2 – inhibitors of human CAL PDZ peptide binding | Q9HD26 | purified CAL PDZ, TMR-peptide fluorescence polarization, 1 h | inhibition, % at 20 µM | 330,000 tested, 0.02% active | AID 504414;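 active means highest replicate inhibition of at least 40%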;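 further: plate controls were DMSO neutral control wells for no effect and unlabeled competitor peptide control wells for full effect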
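System: purified tagged CAL PDZ domain construct (CerCALP). Schedule: 1 h incubation at room temperature before polarization reading. Medium: 25 mM sodium phosphate pH 7.4, 150 mM NaCl, TCEP, IgG, Thesit. Read-out: percent inhibition from loss of millipolarization. Measured by: FP readout, S and P plane fluorescence. Probe or stimulus: fluorescent TMR peptide probe.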
PKA-R2B activ – activators of human PKA-R2B complex | PKA-R2B holoenzyme dissociation, Cy5-IP20 fluorescence polarization; R2B truncated from residue 108, S112A mutant; 0% DMSO only, 100% 113 µM cGMP | P22694+P31323 | 340,000 tested, 0.079% active | activation, % at 11.4 µM;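 active means activation above a cutoff set at the mean over all compounds plus 3 SD, cut at about 18% in these data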;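 further: higher means more holoenzyme dissociation and a rise in polarization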
Rtt109 Vps75 – inhibitors of Candida albicans Rtt109/Vps75 histone acetyltransferase; Q5AAJ8; purified Rtt109/Vps75, ThioGlo CoA-SH fluorescence, 4 h; inhibition, % at 34.9 µM; 330,000 tested, 0.16% active; AID 540336;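 active means inhibition of at least 50% in every replicate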
Target sequence (Q5AAJ8 whole entry, looked up): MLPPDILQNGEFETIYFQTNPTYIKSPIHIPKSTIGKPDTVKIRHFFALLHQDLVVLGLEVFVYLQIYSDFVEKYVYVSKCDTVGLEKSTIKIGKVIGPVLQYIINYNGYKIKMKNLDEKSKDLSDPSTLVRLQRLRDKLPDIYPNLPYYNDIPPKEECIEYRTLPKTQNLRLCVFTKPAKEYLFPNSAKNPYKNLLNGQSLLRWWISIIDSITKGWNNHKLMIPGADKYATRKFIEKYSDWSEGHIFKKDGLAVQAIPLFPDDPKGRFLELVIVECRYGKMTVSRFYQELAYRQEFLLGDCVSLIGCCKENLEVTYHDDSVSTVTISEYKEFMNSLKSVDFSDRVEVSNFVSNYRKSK
* = called active by the depositor; . = no result given.

SMILES	SR-BI DiI-HDL act	CAL PDZ FP-1	RTF Ca sens act	RTF Ca sens inh	Keap1-Nrf2 PPI	DAGLB inhibitor	LANA DNA inh	CAL PDZ FP-2	PKA-R2B activ	Rtt109 Vps75
COc1ccc(CNC(=O)COC(=O)c2n[nH]c3ccccc23)cc1	22.9	-6.1	2.5	1.2	-2.2	0.1	-4.5	.	-6.1	6.5
CN(Cc1ccccc1)C(=O)c1nc2ccccn2c1CN1CCC(N2CCOCC2)CC1	26.8	-6.8	5.4	-4.6	1.4	3.8	1.1	-0.1	3.2	-2.1
COc1cc(C(O)P(=O)(OCC(C)C)c2ccc(N(C)C)cc2)cc(OC)c1OC (centres undefined)	4.8	-3.2	-3.1	0.3	7.5	-0.2	5.1	-0.7	0.4	4.7
Cc1ccccc1C(=O)NC(CC(C)C)C(=O)Nc1ccc(F)c([N+](=O)[O-])c1 (centres undefined)	-1.7	-4.5	-2.6	3.6	-3.6	-2.2	-0.1	-0.2	-7.0	6.6
COC(=O)c1cccc(NC(=O)CSc2nnc(C)n2Cc2ccccc2)c1	-14.5	0.4	0.0	-5.5	1.7	0.0	0.3	-0.4	-6.5	-1.6
O=[N+]([O-])c1ccc(CS(=O)(=O)c2ccc(Cl)cc2)cc1	2.4	-6.1	-0.5	0.9	-1.5	-1.7	-1.5	0.9	1.4	7.9
Cc1ccc(S(=O)(=O)c2nc(Nc3nccs3)sc2Cl)cc1	-0.1	.	-6.7	10.7	-6.1	0.8	-0.1	-1.5	-7.5	4.5
CC(=O)NC(Cc1ccccc1C)C(=O)NC1CCN(C(=O)NCc2ccccc2)CC1 (centres undefined)	.	13.3	-9.1	4.4	-2.0	3.0	0.4	-1.8	-7.9	-2.2
O=C(COC(=O)Cc1ccsc1)NCC12CC3CC(CC(C3)C1)C2	1.4	-1.6	-2.5	-2.4	2.8	-0.2	-0.7	-0.7	-2.3	-1.2
CCCCCn1c(=O)c(C(=O)OCC)c(Cl)c2ccccc21	11.1	-5.1	-3.7	2.8	-4.3	-7.8	-1.2	-0.7	-5.9	19.9
Cc1ccc(S(=O)(=O)N[C@@H](CC(C)C)C(=O)NCc2ccco2)cc1	20.3	.	4.8	-1.1	-1.2	-0.4	1.2	-2.5	-0.2	2.5
CC(C)n1c(SCC(=O)N2CCN(C)CC2)nc2c1c(=O)n(C)c(=O)n2C	13.9	5.9	0.3	0.2	-0.9	-3.3	-1.4	-3.0	-4.9	4.7
Cc1ccccc1OCCN1CCCC1	-9.6	-2.0	-3.3	4.3	2.0	-1.2	-2.1	0.5	-9.3	-0.1
COc1ccc2[nH]c(=O)c(CN(CCCN(C)C)C(=O)Nc3ccccc3)cc2c1	28.3	0.2	-2.9	-5.2	-3.2	-2.4	0.7	.	-1.8	3.7
Cc1cccc(NC(=O)C2CCN(C(=O)NC3CCCCC3)CC2)c1	.	-4.8	-1.6	-10.2	-3.9	-1.7	-0.9	-1.8	11.9	-0.1
CC1CCCCN1CC(=O)Nc1ccc(N2CCCCCC2)cc1 (centres undefined)	17.6	9.7	-0.2	-8.5	-1.2	0.6	3.1	0.6	10.7	27.4
COC(=O)C1=C(C)N=C2SC(C)C(=O)N2C1/C=C/c1ccccc1OC (centres undefined)	5.5	.	3.9	-10.5	-3.0	0.7	-1.0	-1.1	-6.0	-0.2
CSCCC(NS(=O)(=O)c1ccc(C)cc1)C(=O)N1CCN(C(C)=O)CC1 (centres undefined)	6.7	-0.8	4.2	4.7	-2.4	2.2	0.9	-2.7	1.1	-0.6
O=c1c2cc(Cl)ccc2nc(-c2ccccc2)n1O	7.6	2.4	2.8	11.3	-2.0	1.4	1.3	-0.3	-2.7	-3.1
C/C(=N/O)c1ccc(Oc2cnccn2)cc1	20.7	-2.6	-2.0	-36.6	3.1	1.2	-0.8	-2.1	-4.2	-4.2
CCOC(=O)c1c(NC(=S)NC)sc2c1CCCC2	2.0	2.4	-2.1	-6.2	-2.9	-0.6	-1.8	-0.7	0.2	7.2
O=[N+]([O-])c1ccc2nc(NS(=O)(=O)c3ccccc3[N+](=O)[O-])sc2c1	.	0.4	4.3	2.9	-4.4	4.1	-2.4	-1.8	-7.2	6.0
COc1cccc(NC(=O)CC2SC(=Nc3ccccc3)NC2=O)c1 (centres undefined)	-12.3	-0.8	-0.5	3.7	0.0	0.3	-2.4	-0.3	-5.4	-2.9
CCOC(=O)c1sc(Nc2nc(C)cc(C)n2)nc1C	-11.4	-0.2	-0.5	0.1	-5.7	-5.0	-7.1	-1.7	-2.3	4.7
COc1ccc2cc(C(=O)Nc3ccccc3)sc(=O)c2c1OC	.	-1.1	0.6	1.1	1.6	1.9	0.6	0.6	2.6	-0.3
O=C1c2ccccc2COc2ccc(O)cc21	1.8	0.3	4.2	-3.6	-3.1	-2.2	0.6	-0.9	-7.7	-4.4
N#C/C(=C\N1CCN(Cc2ccc3c(c2)OCO3)CC1)c1nc2ccccc2s1	-60.6	-7.8	16.4	-39.7	-13.2	-1.3	14.9	-0.9	-4.8	-3.4
Cc1ccc(S(=O)(=O)NC(=O)NCc2ccco2)cc1	20.1	0.0	3.9	-2.5	0.9	1.5	-0.1	0.1	-9.5	2.8
O=C(O)COc1ccccc1/C=N/NC(=O)CSc1nnc(SCc2ccccc2)s1	0.9	-0.5	7.9	-6.3	0.9	4.0	2.1	1.4	-7.4	3.4
CCC(C)n1nnc2c(=O)oc3ccccc3c21 (centres undefined)	14.4	-1.7	-6.0	-0.1	-1.8	1.5	-1.7	-0.1	5.1	3.7
O=C(OCC(=O)N1CCCCCC1)c1ccc(S(=O)(=O)N2CCOCC2)cc1	7.5	0.0	6.3	-3.8	-6.3	-0.7	-2.3	-2.6	-1.4	1.5
Cc1cccn2c(CN(C)C3CCOC3)c(C(=O)N3CCCCC3)nc12 (centres undefined)	12.2	.	0.9	-6.5	-2.9	-0.6	0.1	-1.4	2.7	-0.2
Cc1ccc(C(=O)OCC(=O)N2CCc3ccccc32)cc1	36.0	-2.5	1.4	-1.9	0.8	-6.8	-2.1	-0.5	-7.0	-6.2
CC(=O)OC1CC2(C)C(=O)CCC2C2CCc3cc(O)ccc3C12 (centres undefined)	-25.4	2.2	-4.5	-0.6	3.1	1.6	0.1	-0.1	0.5	11.0
CN(C)CCCNC(=O)C1(O)c2cc(Br)ccc2NC(=O)N1c1ccc(Cl)cc1 (centres undefined)	14.2	-6.1	-7.4	1.0	1.8	2.4	-2.2	-0.9	-3.1	-20.2
Cn1c(N)c(NC(=S)NC2CCCCC2)c(=O)n(C)c1=O	3.0	-20.0	-7.7	0.2	3.4	-0.6	0.0	0.4	3.9	0.9

Reprinted at random: six compounds from above
SMILES	SR-BI DiI-HDL act	CAL PDZ FP-1	RTF Ca sens act	RTF Ca sens inh	Keap1-Nrf2 PPI	DAGLB inhibitor	LANA DNA inh	CAL PDZ FP-2	PKA-R2B activ	Rtt109 Vps75
O=C(O)COc1ccccc1/C=N/NC(=O)CSc1nnc(SCc2ccccc2)s1	0.9	-0.5	7.9	-6.3	0.9	4.0	2.1	1.4	-7.4	3.4
O=C1c2ccccc2COc2ccc(O)cc21	1.8	0.3	4.2	-3.6	-3.1	-2.2	0.6	-0.9	-7.7	-4.4
Cn1c(N)c(NC(=S)NC2CCCCC2)c(=O)n(C)c1=O	3.0	-20.0	-7.7	0.2	3.4	-0.6	0.0	0.4	3.9	0.9
Cc1ccc(C(=O)OCC(=O)N2CCc3ccccc32)cc1	36.0	-2.5	1.4	-1.9	0.8	-6.8	-2.1	-0.5	-7.0	-6.2
COc1ccc2cc(C(=O)Nc3ccccc3)sc(=O)c2c1OC	.	-1.1	0.6	1.1	1.6	1.9	0.6	0.6	2.6	-0.3
Cc1ccc(S(=O)(=O)NC(=O)NCc2ccco2)cc1	20.1	0.0	3.9	-2.5	0.9	1.5	-0.1	0.1	-9.5	2.8

(listing goes on)
SMILES	SR-BI DiI-HDL act	CAL PDZ FP-1	RTF Ca sens act	RTF Ca sens inh	Keap1-Nrf2 PPI	DAGLB inhibitor	LANA DNA inh	CAL PDZ FP-2	PKA-R2B activ	Rtt109 Vps75
Cc1ccccc1OCC(O)CN1C(=O)c2ccccc2C1=O (centres undefined)	16.6	-1.4	-0.8	-8.7	1.7	-6.3	-0.4	-1.4	-6.6	.
O=[N+]([O-])c1c(NCc2ccccc2)cc(N2CCc3ccccc3C2)c2nonc12	-52.3	-6.3	4.5	-1.8	0.1	-1.5	0.0	-0.3	-0.2	-3.2
C=CCN(CC=C)C(=S)Nc1cc(Cl)ccc1OC	-24.2	.	2.5	7.3	3.0	1.0	-1.1	-1.4	-5.8	30.3
BrC(=C\c1ccccc1)/C=N/N1CCN(c2ccccn2)CC1	9.6	-2.2	2.5	-6.0	-6.8	-1.0	1.5	1.0	-4.7	11.1
CCC(c1nnc(SCC(=O)Nc2cc(C)on2)o1)N(C)C (centres undefined)	13.1	.	2.5	-2.4	-3.6	2.9	-0.5	-0.6	4.0	3.8
O=C(COc1cccnc1[N+](=O)[O-])N1CCN(C(=O)c2ccco2)CC1	-1.3	7.5	-3.2	11.3	-1.9	-1.1	4.2	-1.1	-24.2	-7.5
CN1CCN(C(=O)c2ccc(COc3cc(Cl)ccc3Cl)o2)CC1	.	4.3	-5.9	7.6	-2.6	-0.9	0.1	0.5	-0.1	3.7
CC1(c2ccc3ccccc3c2)NC(=O)N(CC(=O)N2CCC(C(N)=O)CC2)C1=O (centres undefined)	21.9	-2.7	8.4	0.8	-1.9	0.3	1.4	-0.9	-3.1	9.4
Cn1nc(C(F)(F)F)c(-c2ccc(Br)cc2)c1NC(=O)c1cccnc1	-16.8	.	.	.	-4.7	.	0.2	-0.8	.	3.4
O=C(COC(=O)c1cc(Cl)ccc1O)NNC(=O)c1ccccc1F	3.5	2.0	0.6	-6.4	0.8	1.1	3.3	-0.3	-6.8	5.1
Cc1cc(C)cc(NC(=O)N2CCC(c3nc4ccccc4o3)CC2)c1	-5.9	-5.5	5.2	-9.3	1.8	0.0	0.3	-0.9	-3.8	6.7
O=C(CN(C(=O)c1csnn1)c1ccc(Cl)cc1)NC1CCCC1	32.4	-1.3	-2.3	-0.7	-4.9	0.9	-2.2	-0.4	-0.4	-0.4
Cc1ccc(C(C)C)c(OCCN)c1	-7.9	-2.1	5.9	4.8	2.7	0.5	3.6	-0.4	-1.0	4.2

Screening results: PubChem, several laboratories
